CHRM5 antagonist = blocks acetylcholine activation of human M5 receptor; 0.59% of 360,000 active; CHO-hM5 cells, Fluo-8 calcium fluorescence, ACh EC80; AID 624040; P08912; inhibition, % at 3 µM;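 active = inhibition above a per-plate cutoff, the mean of that plate's test compounds plus 3 SD, cut at about 27% in these data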;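 also: 0% = acetylcholine EC80 with DMSO and 100% = DMSO without agonist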
Target sequence (P08912 whole entry, looked up): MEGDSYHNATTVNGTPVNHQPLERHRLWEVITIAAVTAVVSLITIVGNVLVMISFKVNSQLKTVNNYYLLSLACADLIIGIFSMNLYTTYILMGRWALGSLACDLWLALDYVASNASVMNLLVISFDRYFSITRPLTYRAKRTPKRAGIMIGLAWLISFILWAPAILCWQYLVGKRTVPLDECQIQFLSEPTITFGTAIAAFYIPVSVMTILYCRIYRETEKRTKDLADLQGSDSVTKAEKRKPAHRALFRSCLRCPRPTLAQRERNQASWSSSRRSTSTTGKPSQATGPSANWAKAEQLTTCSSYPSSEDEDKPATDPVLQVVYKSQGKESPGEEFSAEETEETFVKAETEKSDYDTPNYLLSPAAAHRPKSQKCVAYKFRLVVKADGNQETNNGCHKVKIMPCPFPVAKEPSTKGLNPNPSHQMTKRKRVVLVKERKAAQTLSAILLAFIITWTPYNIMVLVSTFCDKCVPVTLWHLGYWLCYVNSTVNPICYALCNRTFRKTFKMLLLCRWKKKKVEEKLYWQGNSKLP
CHRM1 PAM = human CHRM1 positive allosteric modulation; activation, % at 3 µM; 0.088% of 360,000 active; CHO-K1 hM1, Fluo-8 calcium fluorescence, ACh EC20; 0% = ACh EC20, 100% = maximal ACh; AID 588819; P11229; in the data active = activation above about 19%, passing the limit was not always enough
Target sequence (P11229 whole entry, looked up): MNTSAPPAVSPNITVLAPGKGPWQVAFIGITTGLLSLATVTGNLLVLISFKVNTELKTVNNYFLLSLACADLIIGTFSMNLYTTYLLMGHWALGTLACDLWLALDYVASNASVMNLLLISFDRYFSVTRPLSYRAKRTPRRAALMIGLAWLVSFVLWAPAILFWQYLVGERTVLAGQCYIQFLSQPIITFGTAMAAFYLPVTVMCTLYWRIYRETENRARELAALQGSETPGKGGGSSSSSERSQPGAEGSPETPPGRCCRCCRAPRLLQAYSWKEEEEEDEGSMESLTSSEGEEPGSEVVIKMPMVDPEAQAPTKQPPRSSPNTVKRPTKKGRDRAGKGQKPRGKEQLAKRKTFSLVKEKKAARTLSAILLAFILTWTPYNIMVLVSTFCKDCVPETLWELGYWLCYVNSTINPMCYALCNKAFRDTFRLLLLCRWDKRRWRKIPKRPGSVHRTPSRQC
M4 PAM = positive allosteric modulators of human muscarinic M4 receptor. P08173. 0.4% of 360,000 active. CHO-K1 hM4/Gqi5, Fluo-8 calcium fluorescence, ACh EC20; 0% = ACh EC20, 100% = maximal ACh. activation, % at 3 µM. AID 624126;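 active = activation above its plate's cutoff, the mean activation of sample wells plus 3 SD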; also: some results filed as inactive read as strong as hits
CHRM5 PAM = positive allosteric modulators of human muscarinic M5 receptor | P08912 | CHO-K1 hM5, Fluo-8 calcium, ACh EC20 PAM; 0% = ACh EC20, 100% = ACh EC100 | activation, % at 3 µM | 0.3% of 360,000 active | AID 624038;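 active = activation above the run cutoff, the mean activation of all test compounds plus 3 SD, cut at about 18% in these data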
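System: CHO-K1 hM5 cells. Reagent: acetylcholine, EC20 level. Compound dosing: single dose, 3 µM nominal final test concentration. Timing: Post-acetylcholine fluorescence recording 140 s. Detection: Fluo-8 calcium fluorescence. Read-out: % activation, ACh-normalized. Benchmarks: ACh EC20 and EC100 wells. Repeats: singlicate, one well per test compound.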
CHRM5 agonist = agonists of human muscarinic M5 receptor (CHRM5); 0.19% of 360,000 active; CHO-K1 hM5 cells, Fluo-8 calcium fluorescence; 0% DMSO wells, 100% maximal acetylcholine response; activation, % at 3 µM; P08912; AID 624037;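 active = activation above the run's mean over test compounds plus 3 SD, cut at about 23% in these data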;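 also: signal is peak over basal fluorescence ratio across the kinetic read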
M4 ag = CHRM4 agonism in calcium assay | P08173 | CHO-K1 hM4/Gqi5, Fluo-8 calcium fluorescence; vehicle 0%, full acetylcholine response 100% | activation, % at 3 µM | 0.14% of 360,000 active | AID 624127;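 active = activation above the run mean over all test wells plus 3 SD, cut at about 32% in these data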;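 also: peak over basal fluorescence ratio per well then scaled between controls; 0% = DMSO wells and 100% = acetylcholine at EC100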
CRFBP-R2 block = antagonists of CRF-binding protein/CRF-R2 receptor complex; inhibition, % at 11.8 µM; 0.59% of 350,000 active; HEK293 CRF-R2/CRF-BP, CRF-induced calcium fluorescence;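 active = inhibition of the ligand-induced calcium signal above about 50% at the single tested concentration, limit read from the data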
M4 antag = blocks acetylcholine activation of human M4 receptor | CHO-hM4 cells, ACh EC80, Fluo-8 calcium fluorescence | P08173 | 0.73% of 360,000 active | inhibition, % at 3 µM;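 active = inhibition above its plate's cutoff, the mean inhibition of sample wells plus 3 SD, cut at about 27% in these data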;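 also: 0% = acetylcholine EC80 with DMSO and 100% = DMSO without agonist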
CRFBP-R2 agonist = agonists of human CRF-binding protein/CRF-R2 receptor complex; HEK293 CRF-R2/CRF-BP, calcium dye fluorescence (FLIPR); percent of saturating CRF peptide response; activation, % at 13.2 µM; 0.46% of 350,000 active; AID 588473;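 active = activation of at least 50%, plus an integration ratio under a set limit after plate pattern correction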;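 also: plate controls were neutral control wells without compound for no effect and CRF at EC100 for full effect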
An asterisk follows results filed as active.

What do the screens show for `CCN(CC)c1ccc(/C=N\N2CCN(Cc3ccc(C)cc3)CC2)cc1`?
CHRM5 antagonist: 4; CHRM1 PAM: 7; M4 PAM: 5; CHRM5 PAM: 3; CHRM5 agonist: -4; M4 ag: 1; CRFBP-R2 block: -25; M4 antag: -3; CRFBP-R2 agonist: 0.3

What do the screens show for `O=C(O)c1ccccc1C(=O)c1cccs1`?
CHRM5 antagonist: 6; CHRM1 PAM: 6; M4 PAM: 3; CHRM5 PAM: 0; CHRM5 agonist: 1; M4 ag: -1; CRFBP-R2 block: 5; M4 antag: 10; CRFBP-R2 agonist: 0.1

What do the screens show for `Cn1c(SCc2nc(-c3ccccc3)no2)nnc1-c1cccs1`?
CHRM5 antagonist: -2; CHRM1 PAM: 9; M4 PAM: 11; CHRM5 PAM: 4; CHRM5 agonist: -2; M4 ag: 0; CRFBP-R2 block: 6; M4 antag: 6; CRFBP-R2 agonist: -2.0

Results for Cc1nc(NC(=S)NC(=O)c2ccccc2)sc1C ?
CHRM5 antagonist: 1; CHRM1 PAM: 12; M4 PAM: 14; CHRM5 PAM: 4; CHRM5 agonist: -3; M4 ag: 0; CRFBP-R2 block: -1; M4 antag: 3; CRFBP-R2 agonist: 7.0

Results for COc1ccccc1Cn1c(=S)[nH]c2cc(C(=O)N3CCCC(C)C3)ccc2c1=O (stereo not drawn) ?
CHRM5 antagonist: 4; CHRM1 PAM: -5; M4 PAM: 2; CHRM5 PAM: -3; CHRM5 agonist: 0; M4 ag: 0; CRFBP-R2 block: 7; M4 antag: -5; CRFBP-R2 agonist: 0.5

How did Cc1cccc(C)c1OCC1CNC(=O)O1 (stereo not drawn) do in these assays?
CHRM5 antagonist: 7; CHRM1 PAM: 15; M4 PAM: -4; CHRM5 PAM: -5; CHRM5 agonist: 5; M4 ag: 0; CRFBP-R2 block: 17; M4 antag: 4; CRFBP-R2 agonist: 0.6

How did CCCCCCN1C[C@@H](O)[C@H](n2cc(COC(=O)c3ccccc3)nn2)C[C@@H]1c1ccc(C)cc1 do in these assays?
CHRM5 antagonist: -3; CHRM1 PAM: -5; M4 PAM: 4; CHRM5 PAM: -3; CHRM5 agonist: 3; M4 ag: 0; CRFBP-R2 block: -25; M4 antag: -8; CRFBP-R2 agonist: 8.1

How did CCOc1ccc(-n2c(C)c(C(C)=O)c3cc(O)ccc32)cc1 do in these assays?
CHRM5 antagonist: 9; CHRM1 PAM: 4; M4 PAM: 6; CHRM5 PAM: 1; CHRM5 agonist: -3; M4 ag: 2; CRFBP-R2 block: -2; M4 antag: 4; CRFBP-R2 agonist: 0.5

How did Cn1c(=O)c2c(ncn2CC(=O)OCC(=O)Nc2ccc(F)cc2F)n(C)c1=O do in these assays?
CHRM5 antagonist: 5; CHRM1 PAM: 10; M4 PAM: 7; CHRM5 PAM: 1; CHRM5 agonist: 2; M4 ag: 2; CRFBP-R2 block: 4; M4 antag: -10; CRFBP-R2 agonist: 1.3

What do the screens show for `COc1ccc(C(=O)N2N=C(c3ccccc3)CC2(O)C(F)(F)F)cc1` (stereo not drawn)?
CHRM5 antagonist: 9; CHRM1 PAM: 9; M4 PAM: 2; CHRM5 PAM: -2; CHRM5 agonist: -6; M4 ag: 0; CRFBP-R2 block: -5; M4 antag: -2; CRFBP-R2 agonist: -0.3

Results for Cc1cccc(-c2nc(CC(=O)Nc3cccc(S(=O)(=O)NC4=NCCC4)c3)cs2)c1 ?
CHRM5 antagonist: 3; CHRM1 PAM: -2; M4 PAM: 4; CHRM5 PAM: -6; CHRM5 agonist: -1; M4 ag: 2; CRFBP-R2 block: 5; M4 antag: -5; CRFBP-R2 agonist: -0.3

How did COc1ccc(-n2c(-c3ccc(Br)cc3)c[n+]3c2SC(C)C3)cc1 (stereo not drawn) do in these assays?
CHRM5 antagonist: 6; CHRM1 PAM: -11; M4 PAM: -14; CHRM5 PAM: 5; CHRM5 agonist: -19; M4 ag: 0; CRFBP-R2 block: 18; M4 antag: 4; CRFBP-R2 agonist: -2.0

Quoted at random: 2 compounds from above
Results for Cc1cccc(-c2nc(CC(=O)Nc3cccc(S(=O)(=O)NC4=NCCC4)c3)cs2)c1 ?
CHRM5 antagonist: 3; CHRM1 PAM: -2; M4 PAM: 4; CHRM5 PAM: -6; CHRM5 agonist: -1; M4 ag: 2; CRFBP-R2 block: 5; M4 antag: -5; CRFBP-R2 agonist: -0.3

How did COc1ccc(-n2c(-c3ccc(Br)cc3)c[n+]3c2SC(C)C3)cc1 (stereo not drawn) do in these assays?
CHRM5 antagonist: 6; CHRM1 PAM: -11; M4 PAM: -14; CHRM5 PAM: 5; CHRM5 agonist: -19; M4 ag: 0; CRFBP-R2 block: 18; M4 antag: 4; CRFBP-R2 agonist: -2.0

Later entries.
What do the screens show for `C[C@]12c3[nH]c4cc(-c5ccco5)ccc4c3CCN1C(=O)[C@@H](CC(=O)NCCN1CCOCC1)C[C@@H]2C(=O)N1CCCCC1`?
CHRM5 antagonist: 12; CHRM1 PAM: 6; M4 PAM: 0; CHRM5 PAM: -4; CHRM5 agonist: 0; M4 ag: 1; CRFBP-R2 block: 0; M4 antag: -1; CRFBP-R2 agonist: 0.2

Results for Cc1ccc(S(=O)(=O)N2CCC(C(=O)OC(C)C(=O)NC3CCCCC3C)CC2)cc1 (stereo not drawn) ?
CHRM5 antagonist: -2; CHRM1 PAM: 0; M4 PAM: 1; CHRM5 PAM: 0; CHRM5 agonist: 1; M4 ag: 3; CRFBP-R2 block: -1; M4 antag: 2; CRFBP-R2 agonist: 0.2

How did O=C(CN1N=C(c2ccccc2)CCC1=O)NCc1cccs1 do in these assays?
CHRM5 antagonist: 5; CHRM1 PAM: 10; M4 PAM: 0; CHRM5 PAM: 3; CHRM5 agonist: -1; M4 ag: 2; CRFBP-R2 block: -1; M4 antag: 2; CRFBP-R2 agonist: -0.6

What do the screens show for `COCCCN1C(=O)N(c2ccccc2)C(=O)C1CC(=O)Nc1ccc(F)cc1` (stereo not drawn)?
CHRM5 antagonist: 2; CHRM1 PAM: 9; M4 PAM: 4; CHRM5 PAM: -2; CHRM5 agonist: -5; M4 ag: 1; CRFBP-R2 block: -6; M4 antag: -6; CRFBP-R2 agonist: 0.5

Results for CCCn1c(SCCC(=O)O)nc2ccccc21 ?
CHRM5 antagonist: 10; CHRM1 PAM: 7; M4 PAM: 10; CHRM5 PAM: 3; CHRM5 agonist: 0; M4 ag: 0; CRFBP-R2 block: -8; M4 antag: -19; CRFBP-R2 agonist: -0.8

How did COc1ccc(S(=O)(=O)N2CCCC(C(=O)N3CCCC3)C2)cc1OC (stereo not drawn) do in these assays?
CHRM5 antagonist: 0; CHRM1 PAM: 3; M4 PAM: 11; CHRM5 PAM: 1; CHRM5 agonist: 0; M4 ag: 1; CRFBP-R2 block: 6; M4 antag: 6; CRFBP-R2 agonist: -0.1

How did COC(=O)C1=C(CSCc2ccco2)NC(=O)NC1c1cc(C)ccc1C (stereo not drawn) do in these assays?
CHRM5 antagonist: -6; CHRM1 PAM: 14; M4 PAM: 6; CHRM5 PAM: 2; CHRM5 agonist: 1; M4 ag: 1; CRFBP-R2 block: -17; M4 antag: -3; CRFBP-R2 agonist: -1.7

What do the screens show for `C/C(=N\NC(=O)c1ccccc1O)C1C(=O)c2ccccc2C1=O`?
CHRM5 antagonist: -7; CHRM1 PAM: 7; M4 PAM: 10; CHRM5 PAM: -3; CHRM5 agonist: -3; M4 ag: -1; CRFBP-R2 block: 19; M4 antag: 6; CRFBP-R2 agonist: -0.1

Results for Cc1c(CCOC(=O)c2ccc(Cl)cc2Cl)sc[n+]1CC(=O)c1ccc(Br)cc1 ?
CHRM5 antagonist: 9; CHRM1 PAM: -14; M4 PAM: -8; CHRM5 PAM: -7; CHRM5 agonist: -12; M4 ag: 1; CRFBP-R2 block: -8; M4 antag: 13; CRFBP-R2 agonist: 0.1

Results for CC(C)C(=O)Nc1ccc(C(=O)NN2C(=O)c3ccccc3C2=O)cc1 ?
CHRM5 antagonist: 1; CHRM1 PAM: 11; M4 PAM: -5; CHRM5 PAM: 0; CHRM5 agonist: 0; M4 ag: 0; CRFBP-R2 block: 6; M4 antag: 13; CRFBP-R2 agonist: -0.5

How did Cc1ccccc1-n1c(C)n[nH]c1=S do in these assays?
CHRM5 antagonist: -2; CHRM1 PAM: 2; M4 PAM: 3; CHRM5 PAM: 6; CHRM5 agonist: 1; M4 ag: 0; CRFBP-R2 block: -5; M4 antag: 10; CRFBP-R2 agonist: 0.6

How did Cc1ccc(-c2nnc(COc3cccc(-n4cnnn4)c3)o2)cc1 do in these assays?
CHRM5 antagonist: 12; CHRM1 PAM: -3; M4 PAM: 2; CHRM5 PAM: -12; CHRM5 agonist: -4; M4 ag: 3; CRFBP-R2 block: 25; M4 antag: -7; CRFBP-R2 agonist: 0.8

How did CC1(C(=O)NS(=O)(=O)c2ccccc2)CCN1C(=O)c1ccccc1CCc1ccccc1 (stereo not drawn) do in these assays?
CHRM5 antagonist: 1; CHRM1 PAM: 7; M4 PAM: 7; CHRM5 PAM: 4; CHRM5 agonist: 1; M4 ag: 0; M4 antag: -4

How did CCOC(=O)c1c(S(=O)(=O)Nc2ccc(C)c(F)c2)c(C)n(C)c1C do in these assays?
CHRM5 antagonist: 16; CHRM1 PAM: 6; M4 PAM: 5; CHRM5 PAM: -1; CHRM5 agonist: -2; M4 ag: 1; CRFBP-R2 block: -3; M4 antag: 1; CRFBP-R2 agonist: -0.6

What do the screens show for `COC(=O)c1ccc(C2=NOC(C)(c3nnc(-c4cccc(Cl)c4)o3)C2)cc1` (stereo not drawn)?
CHRM5 antagonist: 8; CHRM1 PAM: 5; M4 PAM: 3; CHRM5 PAM: -3; CHRM5 agonist: -1; M4 ag: 2; CRFBP-R2 block: -3; M4 antag: -6; CRFBP-R2 agonist: -1.3

What do the screens show for `O=[N+]([O-])c1ccc(N2CCN(S(=O)(=O)c3ccccc3)CC2)c2cccnc12`?
CHRM5 antagonist: 3; CHRM1 PAM: 3; M4 PAM: -8; CHRM5 PAM: -6; CHRM5 agonist: 5; M4 ag: 6; CRFBP-R2 block: 12; M4 antag: 7; CRFBP-R2 agonist: -0.7

Results for COc1ccc(OC)c(NC(=O)N[C@@H](Cc2ccccc2)C(=O)O)c1 ?
CHRM5 antagonist: 1; CHRM1 PAM: 15; M4 PAM: 14; CHRM5 PAM: -3; CHRM5 agonist: 1; M4 ag: 2; CRFBP-R2 block: 3; M4 antag: -3; CRFBP-R2 agonist: -1.1

Results for COc1ccccc1Cc1c(-c2ccc(F)cc2)nc2ccc(Cl)cn12 ?
CHRM5 antagonist: 3; CHRM1 PAM: 5; M4 PAM: 3; CHRM5 PAM: 6; CHRM5 agonist: 2; M4 ag: 1; M4 antag: -3

Results for COc1ccc(CC(N)c2csc(NC(=O)c3ccccc3OC)n2)cc1 (stereo not drawn) ?
CHRM5 antagonist: 8; CHRM1 PAM: -11; M4 PAM: -9; CHRM5 PAM: -12; CHRM5 agonist: 4; M4 ag: 26; M4 antag: -3

What do the screens show for `CC(O)(c1ccc(F)c(F)c1)c1nc(-c2cccc3cccnc23)cs1` (stereo not drawn)?
CHRM5 antagonist: 2; CHRM1 PAM: -2; M4 PAM: 4; CHRM5 PAM: 1; CHRM5 agonist: -2; M4 ag: 0; M4 antag: -7

How did COCCCN1C(=O)/C(=C\c2ccc3c(c2)OCO3)C(C(=O)OC)=C1C do in these assays?
CHRM5 antagonist: 3; CHRM1 PAM: 5; M4 PAM: 0; CHRM5 PAM: -1; CHRM5 agonist: -2; M4 ag: 1; CRFBP-R2 block: 12; M4 antag: 7; CRFBP-R2 agonist: -1.1

Source: PubChem
